Source: PubChem BioAssay (National Center for Advancing Translational Sciences (NCATS))
GALK inh – inhibitors of human galactokinase (GALK) | AID 1347072 | Potency, µM (series often up to 57.5 µM), for inactives: top-dose activity, negative = inhibition, most hits filed as inhibitors | recombinant GALK, Kinase-Glo ATP luminescence, 1 h | P51570 | 44,000 tested, under 10 active;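 also: plate controls were full GALK reaction for no effect and reaction lacking GALK for full effect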
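5 nM GALK; 35 uM ATP; 100 uM D-galactose; 20 mM HEPES pH 8.0, 5 mM MgCl2, 60 mM NaCl, 1 mM DTT, 0.01% BSA; 1 h RT; Kinase-Glo Plus luminescence.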
p53null 39C kill – kills p53 null cells at the nonpermissive temperature; Potency, µM (doses to about 46.1 µM), for the others: at the highest dose activity, negative = cell killing, actives largely listed as cytotoxic; hit rate 0.97% among 55,000; AID 904; H1299 p53-null (neo) cells, 39C, ATPlite viability, 24 h;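 also: potency is read from the fitted curve at half-maximal effect; 0% = DMSO only and -100% = full killing by 100 µM tamoxifen; nearly all actives have a fitted effect of over 50% in size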
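ATP-luminescence viability readout (ATPlite, 20 min RT) after 24 hr compound treatment at 39C of H1299-neo or H1299-p53A138V cells; titration up to 46 uM; normalized to DMSO and 100 uM tamoxifen; Hill-fit AC50.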
TSG101-PTAP inh – inhibitors of HIV-1 PTAP binding to human TSG101, validation; Potency, µM (highest dose often 115 µM), without a hit: top-dose activity change, negative = inhibition, usual class: inhibitors; 44,000 tested, under 10 active; Q99816; AID 1347069; Fluorescence polarization, FITC-PTAP peptide/Tsg101, 20 min; also: potency is read from the fitted curve at half-maximal effect; 0% is about no effect
Target sequence (Q99816 whole entry, looked up): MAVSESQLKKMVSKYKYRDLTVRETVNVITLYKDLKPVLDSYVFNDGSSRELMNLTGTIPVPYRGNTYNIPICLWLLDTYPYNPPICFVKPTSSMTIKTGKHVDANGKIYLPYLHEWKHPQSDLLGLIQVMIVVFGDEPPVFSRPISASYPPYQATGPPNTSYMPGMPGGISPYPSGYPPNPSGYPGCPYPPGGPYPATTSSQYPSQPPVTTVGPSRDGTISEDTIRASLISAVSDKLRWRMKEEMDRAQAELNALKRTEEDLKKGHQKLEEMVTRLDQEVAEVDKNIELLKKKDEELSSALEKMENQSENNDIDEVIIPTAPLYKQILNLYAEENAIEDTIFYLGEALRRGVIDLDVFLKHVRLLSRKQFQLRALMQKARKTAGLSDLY
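qHTS FP binding, 20 min r.t.: 10 uM Tsg101 domain + 50 nM FITC-PTAP peptide, pH 7.5 HEPES buffer with TCEP and EDTA.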
B2AR arrestin ag – agonists recruiting beta-arrestin to human beta2-adrenergic receptor | P07550 | HTLA Tango cells, beta-arrestin recruitment, luciferase luminescence, 18 h | Potency, µM (titrated, usually from 46.1 µM), inactives show at the top dose activation, usual class: activators | 44,000 tested, under 10 active;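 also: potency is read from the fitted curve at half-maximal effect; 0% = DMSO and full agonism = EC100 isoproterenol or metaproterenol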
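Tango cell line, 1% FBS DMEM; cpd titration up to 46 microM; 18 hr, 37 degrees C, 5% CO2. Luciferin/ATP substrate mix added, 15 min RT, luminescence. %Activity, CRC fitting, curve-class categorization.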
p53null 32C tox – kills p53 null cells at the permissive temperature; Potency, µM (titrated, usually from 46.1 µM), for the others: top-dose activity change, negative = cytotoxicity, usual class: cytotoxic; H1299-neo p53 null cells, ATP luminescence, 24 h, 32C; AID 903; hit rate 0.62% among 55,000;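 also: potency is read from the fitted curve at half-maximal effect; 0% = DMSO only and -100% = full killing by 100 µM tamoxifen; nearly all actives have a fitted effect of over 55% in size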
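Cytotoxicity: H1299-neo (no p53), 32C, 24 h treatment. Concentrations up to 46 uM. Readout cellular ATP, luminescence. Normalization to DMSO basal and tamoxifen 100 uM maximal kill.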
FH mod – Identification of activators of human fumarate hydratase by quantitative high-throughput screening. FH coupled MDH/diaphorase resazurin fluorescence, 15 min. Potency, µM (highest dose often 79.9 µM), without a hit: at the top dose activity change, negative = inhibition, usual class: inhibitors. hit rate 0.22% among 54,000. AID 1347055, 2019; also: potency is read from the fitted curve at half-maximal effect; % is scaled to controls: 0 for no effect and ±100 for the full control effect; the screen sought activators but most active calls are inhibition curves; nearly all actives have a fitted effect of over 45% in size
NTMT1 inhibitor – NTMT1 methyltransferase inhibition | Q9BV86 | NTMT1 MTase-Glo SAH luminescence, purified enzyme | Potency, µM (titrated, usually from 114 µM), for inactives: top-dose activity change, negative = inhibition, hits mostly inhibitors | hit rate 2.5% among 59,000 | AID 1645870;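 also: potency is read from the fitted curve at half-maximal effect; plate controls were DMSO vehicle for no effect and no enzyme for full effect; nearly all actives have a fitted effect of over 65% in size; many of its hits are not listed in these tables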
Target sequence (Q9BV86 whole entry, looked up): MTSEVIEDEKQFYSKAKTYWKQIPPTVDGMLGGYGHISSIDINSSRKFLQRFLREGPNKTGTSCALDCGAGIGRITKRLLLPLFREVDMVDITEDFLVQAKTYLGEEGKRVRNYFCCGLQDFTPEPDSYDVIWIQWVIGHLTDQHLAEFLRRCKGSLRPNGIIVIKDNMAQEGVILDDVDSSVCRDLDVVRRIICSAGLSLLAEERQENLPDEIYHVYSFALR
Starred values were filed as active, the others as inactive; ? = inconclusive; . = no result given; [ ] = remark or other dose. Calls follow the shape of the dose curve; as a rule, active = well fitted curve in the direction sought with a large enough effect; inconclusive = small, poorly fitted or top-dose-only effect, or another doubt; inactive = no such curve, though single readings can be large; an effect the other way counts as inactive or inconclusive.

[1] CCN(Cc1ccccc1)S(=O)(=O)c1ccc2c(c1)CC(C)N2C(=O)C1CCC1 (stereo not drawn)
[2] COc1cccc(CNC(=O)C2CCN(C(=O)N3CCOc4ccc(Cl)cc43)CC2)c1OC
[3] CCCS(=O)(=O)N1CC(=O)N(c2ccccc2C)C(C)(C(=O)NC2CCCC2)C1 (stereo not drawn)
[4] CC(C)CN(CCNC(=O)c1cn(C)c2ccc(S(=O)(=O)N3CCCCCC3)cc2c1=O)CC(C)C
[5] CCn1c(=N)c(C(=O)NC2CCCCC2)cc2c(=O)n3cc(C)ccc3nc21
[6] COc1ccc(-c2cc3nc(-c4ccccc4)cc(C(F)(F)F)n3n2)cc1
[7] Cc1nn(-c2ccccc2)c2nc(C3CC3)cc(C(=O)Nc3ccc(F)cc3)c12
[8] Cc1ccc(Cn2c(CO)cnc2SCC(=O)NCc2ccccc2Cl)cc1

entry no.	1	2	3	4	5	6	7	8
GALK inh	3%	0%	3%	0%	-1%	-15%	-5%	5%
p53null 39C kill	-24%	6%	-2%	-2%	0%	0%	-8%	?
TSG101-PTAP inh	-8%	0%	-4%	-1%	-5%	1%	-3%	1%
B2AR arrestin ag	0%	6%	0%	1%	0%	-2%	0%	0%
p53null 32C tox	1%	26%	-4%	3%	6%	-3%	-4%	3%
FH mod	-3%	6%	-2%	-15%	1%	-9%	-19%	.
NTMT1 inhibitor	-5%	-2%	7%	-5%	8%	-8%	4%	.

[9] Cc1cc(C)cc(Nc2cc(C(=O)NC3CCC(C)CC3)c3ccccc3n2)c1 (stereo not drawn)
[10] Cc1cc(C)cc(Oc2nc3c(C)cccn3c(=O)c2/C=C(\C#N)c2nc3ccccc3[nH]2)c1
[11] O=C(COc1ccccc1F)Nc1ccccc1C(=O)OCc1cc(=O)n2nc(C3CC3)sc2n1
[12] CCC(=O)N1CCc2cc(CNS(=O)(=O)c3ccccc3F)ccc21
[13] Cc1noc(-c2ccc(NC(C)c3ccccc3)c([N+](=O)[O-])c2)n1 (stereo not drawn)
[14] Cc1ccc(C)c(N2CCN(S(=O)(=O)c3cnc(N)nc3)CC2)c1
[15] Cc1c(NC(=O)c2sc3c([N+](=O)[O-])cccc3c2Cl)cccc1-c1nc2ccccc2o1
[16] CC(NC(=O)Nc1ccccc1C(F)(F)F)c1c(-n2cccc2)sc2c1CCCC2 (stereo not drawn)

entry no.	9	10	11	12	13	14	15	16
GALK inh	0%	3%	-7%	-3%	2%	0%	-1%	0%
p53null 39C kill	6%	-28%	8%	-14%	6%	19%	9%	-3%
TSG101-PTAP inh	-3%	0%	1%	-2%	0%	-2%	-7%	0%
B2AR arrestin ag	1%	1%	1%	0%	-3%	-1%	0%	-3%
p53null 32C tox	2%	0%	-2%	-13%	-10%	5%	7%[9.22 µM]	0%
FH mod	1%	1%	-6%	7%	-11%	3%	3%	-3%
NTMT1 inhibitor	5%	6%	-2%	11%	?	?	7%	16%

[17] Cc1ccc(-n2ncc(C(=O)N3CCN(c4ncccn4)CC3)c2C2CCN(C(=O)OC(C)(C)C)CC2)cc1
[18] Cc1cc(NC(=O)N2CC=C(c3c[nH]c4ccccc34)CC2)ccc1Br
[19] CC(C)OCCCNC(=O)CN1C(=O)COc2ccc(S(=O)(=O)N3CCOCC3)cc21
[20] Cc1ccc(C)c(NC(=O)Cc2coc3cc(C)cc(C)c23)c1
[21] CC(=O)N1CCc2cc(S(=O)(=O)CCC(=O)N3CCN(c4cccc(C)c4C)CC3)ccc21
[22] Cc1ccc(NS(=O)(=O)c2c(C)[nH]c(=O)[nH]c2=O)c(C)c1
[23] CCC(Sc1ccc2nnc(CCNS(=O)(=O)c3ccc(OC)cc3)n2n1)C(=O)OC (stereo not drawn)
[24] COc1ccc(-c2onc(C)c2C)cc1S(=O)(=O)NC1CCCCC1

entry no.	17	18	19	20	21	22	23	24
GALK inh	2%	0%	-1%	2%	8%	1%	3%	0%
p53null 39C kill	-14%	28%	-6%	-3%	19%	2%	?	-11%
TSG101-PTAP inh	0%	36%[activator]	-4%	-4%	-6%	-3%	3%	-4%
B2AR arrestin ag	-1%	1%	0%	0%	-2%	0%	-1%	0%
p53null 32C tox	8%	11%	-2%	-12%	10%	-3%	-8%	9%
FH mod	-18%	-12%	4%	-4%	-30%	12%	-1%	5%
NTMT1 inhibitor	?	-2%	13%	6%	-2%	1%	5%	-16%

[25] CCCOc1ccc(-c2cccc(NS(=O)(=O)c3ccccc3)c2)nn1
[26] O=C(C1CCN(c2nc3ccccc3[nH]2)CC1)N1CCN(c2cccc(Cl)c2)CC1
[27] CCN1CCc2c(sc(NC(=O)c3ccc(S(=O)(=O)N(C)C4CCCCC4)cc3)c2C(N)=O)C1
[28] CCn1c(=O)c2sccc2n2c(CCC(=O)Nc3ccc(OC)c(Cl)c3)nnc12
[29] CC(=O)c1ccc(N2CCN(C(=O)c3ccc(Cn4c(=O)[nH]c5ccccc5c4=O)cc3)CC2)cc1

entry no.	25	26	27	28	29
GALK inh	-2%	3%	-1%	3%	-7%
p53null 39C kill	27%	2%	7%	-7%	8%
TSG101-PTAP inh	5%	-2%	35%[activator]	0%	-1%
B2AR arrestin ag	6%	0%	1%	0%	8%
p53null 32C tox	22%	7%	-7%	-5%	-9%
FH mod	-27%	-17%	?	5%	-8%
NTMT1 inhibitor	-20%	-5%	?	7%	-3%

An excerpt from above in order of SMILES length, high to low:
[27] CCN1CCc2c(sc(NC(=O)c3ccc(S(=O)(=O)N(C)C4CCCCC4)cc3)c2C(N)=O)C1
[15] Cc1c(NC(=O)c2sc3c([N+](=O)[O-])cccc3c2Cl)cccc1-c1nc2ccccc2o1
[21] CC(=O)N1CCc2cc(S(=O)(=O)CCC(=O)N3CCN(c4cccc(C)c4C)CC3)ccc21
[2] COc1cccc(CNC(=O)C2CCN(C(=O)N3CCOc4ccc(Cl)cc43)CC2)c1OC
[19] CC(C)OCCCNC(=O)CN1C(=O)COc2ccc(S(=O)(=O)N3CCOCC3)cc21
[1] CCN(Cc1ccccc1)S(=O)(=O)c1ccc2c(c1)CC(C)N2C(=O)C1CCC1 (stereo not drawn)
[16] CC(NC(=O)Nc1ccccc1C(F)(F)F)c1c(-n2cccc2)sc2c1CCCC2 (stereo not drawn)
[5] CCn1c(=N)c(C(=O)NC2CCCCC2)cc2c(=O)n3cc(C)ccc3nc21
[13] Cc1noc(-c2ccc(NC(C)c3ccccc3)c([N+](=O)[O-])c2)n1 (stereo not drawn)
[6] COc1ccc(-c2cc3nc(-c4ccccc4)cc(C(F)(F)F)n3n2)cc1

entry no.	27	15	21	2	19	1	16	5	13	6
GALK inh	-1%	-1%	8%	0%	-1%	3%	0%	-1%	2%	-15%
p53null 39C kill	7%	9%	19%	6%	-6%	-24%	-3%	0%	6%	0%
TSG101-PTAP inh	35%[activator]	-7%	-6%	0%	-4%	-8%	0%	-5%	0%	1%
B2AR arrestin ag	1%	0%	-2%	6%	0%	0%	-3%	0%	-3%	-2%
p53null 32C tox	-7%	7%[9.22 µM]	10%	26%	-2%	1%	0%	6%	-10%	-3%
FH mod	?	3%	-30%	6%	4%	-3%	-3%	1%	-11%	-9%
NTMT1 inhibitor	?	7%	-2%	-2%	13%	-5%	16%	8%	?	-8%

[18] Cc1cc(NC(=O)N2CC=C(c3c[nH]c4ccccc34)CC2)ccc1Br
[14] Cc1ccc(C)c(N2CCN(S(=O)(=O)c3cnc(N)nc3)CC2)c1
[8] Cc1ccc(Cn2c(CO)cnc2SCC(=O)NCc2ccccc2Cl)cc1
[20] Cc1ccc(C)c(NC(=O)Cc2coc3cc(C)cc(C)c23)c1

entry no.	18	14	8	20
GALK inh	0%	0%	5%	2%
p53null 39C kill	28%	19%	?	-3%
TSG101-PTAP inh	36%[activator]	-2%	1%	-4%
B2AR arrestin ag	1%	-1%	0%	0%
p53null 32C tox	11%	5%	3%	-12%
FH mod	-12%	3%	.	-4%
NTMT1 inhibitor	-2%	?	.	6%

Only part of the results is shown; rates above refer to the full screens.
